# KDM5B inh – inhibitors of human KDM5B histone demethylase. Q9UGL1. KDM5B demethylase, FDH-coupled NADH fluorescence (FDH is formaldehyde dehydrogenase). Potency, µM (series often up to 57.7 µM), inactives show top-dose activity change, negative = inhibition, hits mostly inhibitors. 220,000 compounds, 2.6% hits; active = well fitted inhibition curve with a large enough effect; inconclusive = small, poorly fitted or top-dose-only effect; inactive = no such curve, though single readings can be large or run the other way; also: 0% is about no effect; nearly all actives have a fitted effect of over 70% in size
#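 Here, H3K4me3 peptide (12.5 µM in substrate mix) is demethylated by KDM5BΔAP, 200 nM final, after 10 min compound exposure. Formaldehyde product is coupled through FDH (0.25 U/mL in mix) to NADH fluorescence; 30-min ΔRFU feeds dose-response curves.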
# An asterisk follows results filed as active; i = inactive; ? = inconclusive; & = joins results of further samples; [ ] = another dose, or the depositor's remark. Potency is read from the fitted curve at half-maximal effect.
SMILES,KDM5B inh
CCO[C@H]1CN(C(=O)c2ccc(-n3ccnc3)cc2)C[C@@H]1O,-16%
C=Cc1ccc(Cn2nc(-c3ccc(C)cc3)ccc2=O)cc1,?
COc1ccc2[nH]c(CO)cc2c1,-10%
COc1cccc(-c2[nH]cnc2-c2ccccc2)c1OCCCN(C)C,-15%
Oc1c(C(c2ccccc2)N2CCOCC2)sc2nc(-c3ccco3)nn12 (stereo not drawn),-19%
CCOc1ccc(OC(=O)c2cn(-c3ccc(C)cc3)c(=O)c3ccccc23)cc1,?
O=C1OC(C(=O)Nc2cccc(Br)c2)Cc2ccccc21 (stereo not drawn),-4%
CCc1cccc(NC(=O)Cn2c(-c3ccccc3)nc(C)c(CCO)c2=O)c1,-12%
CC(C)C[C@@H]1N[C@H](C(=O)NCc2ccc(F)cc2)Cc2c[nH]c3cccc1c23,-23%[86.2 µM]
COC[C@@H]1CN(Cc2ccccc2OC(C)C)C[C@H]1C(N)=O,-3%
O=C(Nc1c(Cl)cc(Cl)cc1Cl)C12CC3CC(CC(Cl)(C3)C1)C2,21%
COc1cc(C(=O)COC(=O)CSc2cc(Cl)ccc2Cl)cc(OC)c1OC,-26%
COc1ccc(Cl)cc1C(=O)NC(=S)Nc1nc(C)cc(C)n1,30%[activator]
O=C1c2ccccc2C(=O)c2c([N+](=O)[O-])ccc(O)c21,-69%
CCCc1cc(CN(C)C(=O)c2ccc3c(c2)[nH]c(=O)n3C2CCC(O)CC2)[nH]n1 (stereo not drawn),-17%
CC1CCN(S(=O)(=O)c2ccc3c(c2)CCN3C(=O)Nc2ccccc2Br)CC1,55%[activator]
CCc1cccc2c(C(CC(=O)NCc3ccc4c(c3)OCO4)c3ccc(OC)c(OC)c3)c[nH]c12 (stereo not drawn),?
Cc1cc(C)cc(NC(=O)N2CCCN(c3ncccc3[N+](=O)[O-])CC2)c1,4%
Cn1nc(C2CCN(C(=O)c3ccncc3)CC2)c2c1CCOC2,29%
N#Cc1nc(C2CC2)oc1N1CCN(C(=O)NCC2CC2)CC1,1%
O=C1CC(c2ccccc2)N(Cc2ccncc2)CCCN(C(=O)c2cccs2)CCN1 (stereo not drawn),-4%
COc1ccc(-c2cc(C[C@H]3CNCC[C@H]3CC(=O)NC(C)(C)C)no2)cc1,23%[86.2 µM]
COc1cccc(Cn2c(C)c(CNC3CCCCC3)c(C(=O)O)c2C)c1,0%
COc1ccc(Cl)cc1NC(=O)/C(C#N)=C/c1coc2ccc(C)cc2c1=O,-18%
COc1ccc(CNC(=O)N2C[C@@H](C)[C@](O)(C(C)C)C2)cc1,52%[activator]
O=C(O)CCC(=O)NCc1c(Cl)cccc1Sc1ccc(Cl)cc1,-2%
Cc1ccc(N2CC(c3noc(-c4cc5ccccc5[nH]4)n3)CC2=O)cc1 (stereo not drawn),?
O=C(c1c[nH]c2ccccc12)N1CCN(c2cc(-c3cccs3)[nH]n2)CC1,?
CCCN1CCN(S(=O)(=O)c2ccc3c(c2)CCC(=O)N3)CC1,3%
COc1cccc(CNC(=O)c2cc(S(=O)(=O)N3CCCCCC3)cn2C)c1,-49%
FC(F)(F)c1ccc(-c2noc([C@@H]3Cc4nc[nH]c4CN3CC3CCCCC3)n2)cc1,?
CCCCCC/C(=C\C=N\NC(N)=O)c1ccccc1,-11%
Cc1cc(C)c(NC(=O)CCc2c[nH]c3ccccc23)c(C)c1,10%
COc1ccc(-c2nc(C)nc3c2CCN([S+](=O)([O-])c2cccc(C(F)(F)F)c2)CC3)cc1,1%
CCCC1c2nccn2CCCN1C(=O)c1cc(C)no1 (stereo not drawn),-5%
NC(=O)[C@@H]1CN(C(=O)c2cccc(F)c2)C[C@H]1COc1ccccc1,20%
CC(C)c1noc(-c2cn(C3CCN(C(=O)c4ccco4)C3)nn2)n1 (stereo not drawn),-20%
CCCCN1Cc2c(sc(C)c2C)N(C(=O)c2ccccc2)C1,42%
Cc1ccc2oc(=O)cc(CN3CCN(c4cccc(Cl)c4)CC3)c2c1,-8%
Cc1ccc(C(=O)NC2(C(F)(F)F)N=C(c3ccccc3)N(Cc3ccccc3)C2=O)cc1 (stereo not drawn),-8%
O=C(CCn1cnc2sc3c(c2c1=O)CCCC3)NC1CC1,15%
CC(=O)c1ccc(NC(=O)c2cn(CCC#N)nc2-c2cccs2)cc1,-10%
Cc1cccc(C(=O)Nc2sc3c(c2C(=O)NCc2ccco2)CCCC3)c1,-23%
CN1CCc2c(C#N)c(NCc3cccnc3)n3cnnc3c2C1,?
CCc1nn(CC(=O)NCCCOC)c(=O)c2cc3occc3n12,-8%
Cc1c(NC(=O)COc2cccc(F)c2)c(=O)n(-c2ccccc2)n1C,29%
O=[N+]([O-])c1ccccc1C=C(c1ccccc1)c1ccccc1,11%
Cc1cccc(NC(=O)c2ccc3c(c2)CCC3)c1C,20%
CC(C)N1CCCC2(CCN(C(=O)c3cccc4nccnc34)C2)C1=O (stereo not drawn),-9%
CCc1noc(-c2cccn3c(CNC(=O)C4CCC4)nnc23)n1,25µM*
Cc1ccc(SCC(=O)Nc2c(Br)cnn2C)cc1,?
CCn1cc(CNCc2ccc(OCC(O)CN3CCSCC3)c(OC)c2)cn1 (stereo not drawn),-9%
CCn1cc(S(=O)(=O)N2CCOc3ccc(CCC(=O)NCC4CC4)cc3C2)cn1,10%
N#Cc1nc(C2CC2)oc1N1CCN(Cc2cccc3ccccc23)CC1,3%
Cc1ccc(CNC(=O)CCC2CCCN(Cc3cccc4c3OCO4)C2)o1 (stereo not drawn),-2%
CCCNC(=O)C(C)Sc1nc2ccc(F)cc2c(=O)[nH]1 (stereo not drawn),5%
CCOCCN1C(=O)COC[C@@H]1[C@H](O)c1ccc(NC(C)=O)cc1,-6%[86.2 µM]
Cc1cc(OCC(=O)NC2CC2)c2c(C)c(C)c(=O)oc2c1,?
N#CC1(C(=O)Nc2cccc(Cl)c2)CCCC1,18%
COCCN(CCOC)C(=O)COC(=O)c1cc([N+](=O)[O-])ccc1Cl,18%

# Looked up above.
# Entry for Cc1ccc2oc(=O)cc(CN3CCN(c4cccc(Cl)c4)CC3)c2c1 in KDM5B inh: -8%
# Entry for Cc1ccc(CNC(=O)CCC2CCCN(Cc3cccc4c3OCO4)C2)o1 (stereo not drawn) in KDM5B inh: -2%

# Remaining list, next part.
SMILES,KDM5B inh
COc1cccc(CN2CCC3(CC2)CN(c2ccncn2)CC3CO)c1OC (stereo not drawn),-4%
CCc1ccc(C(=O)NC2CCN(c3cc(-c4ccccc4)[nH]n3)CC2)cc1,-5%
CC(C)CN1CCC[C@H]1c1nc(-c2ccnc(NS(C)(=O)=O)c2)no1,35µM*
COc1ccc(-c2cc3nc4c(c(=O)n3[nH]2)CN(S(=O)(=O)c2cccs2)CC4)cc1,?
CC(C(=O)N1CCc2ccccc2C1)N(C)CC(=O)Nc1ccccc1C(F)(F)F (stereo not drawn),-13%
CCc1ccc(OCc2nnc(SCc3c(F)cccc3Cl)n2CC(C)C)cc1,-6%
Cn1c(=O)c2c(nc(NCc3ccc(S(N)(=O)=O)cc3)n2Cc2ccc(F)cc2)n(C)c1=O,-15%
O=C(c1ccco1)N1CCC2(CCN(CCCn3cccn3)CC2)C(CO)C1 (stereo not drawn),1%
CCOC(=O)C(C)Oc1cccn2c(=O)c(-c3cc(C)n(-c4cccc(F)c4)n3)c(C)nc12 (stereo not drawn),25µM*
O=C1c2c(nc(COc3ccc4c(c3)OCO4)n2Cc2ccccc2)NCCN1Cc1cccc(Cl)c1,?
Cc1ccc(CNC2c3ccccc3-c3ccccc32)cc1,-19%
COC(=O)/C=C1/SC(=NC(=O)c2ccc(F)cc2)NC1=O,4%
CCOc1ccc(-c2nnc(SCC(=O)NCc3ccc(C)cc3)nc2-c2ccc(OCC)cc2)cc1,?
Cn1ncc(C(=O)NCc2ccncc2)c1-n1cccc1,-12%
O=C(Cn1nc2n(c1=O)CCCC2)Nc1ccc(F)cc1,-5%
COc1ccc(C2=NO[C@@H]3C(=O)N(Cc4ccccc4)C(=O)[C@H]23)c(OC)c1,31%
CC(=O)NC(C(=O)NC(C)c1ccc(Cl)cc1)C(C)C (stereo not drawn),?
COCC1CN(C)CC12CCN(S(=O)(=O)c1ccc(C#N)cc1)CC2 (stereo not drawn),?
COc1ccc(OC)c(NC(=O)C(=O)c2cn(CC(=O)N3CCOCC3)c3ccccc23)c1,16%
Cn1nc(C(=O)N2CCCN(c3cc(-c4ccccc4)[nH]n3)CC2)c2ccccc21,-24%
CCn1nccc1C(=O)N1CCC(Cc2ccc(C(N)=O)cc2)CC1,6%
COc1ccc(-c2ccc3c(c2)C(=O)N2CC[C@H](NC(=O)c4cccs4)[C@H]2C(=O)N3)cc1,?
O=C(c1ccc(Cl)cc1)N1CCC(n2cnnc2-c2ccccc2)CC1,-1%
CC(CCc1ccccc1)NC(=O)Cn1ncc2c3ccccc3n(Cc3cccc(Cl)c3)c2c1=O (stereo not drawn),-29%
CCNc1c(NC(=O)c2cc(OCC)c(OCC)c(OCC)c2)c(=O)oc2ccccc12,-4%&-5%
Cc1ccc(CNC(=O)N2CCC(Oc3ccccc3-c3nc(C)no3)C2)cc1 (stereo not drawn),-23%
CC1=C[C@@H](CN2CCN(C)CC2)[C@H](C(C)C)C[C@H]1Cc1nnc(-c2ccccc2F)o1,-13%[86.2 µM]
Cc1ccccc1-c1cc(-c2c(C)noc2C)c2cncn2c1,i
O=C(CSc1cn(CC(=O)N2CCOCC2)c2ccccc12)Nc1ccccc1F,-8%
CCc1noc(-c2cccn3c(CNC(=O)C(C)Oc4ccccc4)nnc23)n1 (stereo not drawn),?
CC(=O)c1c(C)[nH]c(C(=O)CN2C(=O)NC(CCc3ccccc3)C2=O)c1C (stereo not drawn),27%
COc1ccc(N2C(=O)CSC23C(=O)N(Cc2cccc(F)c2)c2ccccc23)cc1Cl (stereo not drawn),-19%
CCOc1ccc(N(Cc2ccccc2)C(=O)c2nc(S(C)(=O)=O)ncc2Cl)cc1,5%
CCCCCCCC(=O)Nc1ccc(C(=O)N/N=C/c2cccc(Br)c2)cc1,24%
CNC(=O)c1nnn2cc(C)[nH]c(=O)c12,-10%
CCN(CC)C(=O)c1ccc(NS(=O)(=O)c2ccccc2C#N)cc1,-22%
CCOc1cc(C(=O)N2CCc3c([nH]c4ccccc34)C2c2ccccc2)cc(OCC)c1OCC (stereo not drawn),?
COc1ccc(-c2n[nH]c3c2C(c2ccc(Cl)cc2Cl)NC3=O)cc1 (stereo not drawn),?
CC(C)OCCCNc1ncnc2c1CN(C1CCC1)C(=O)CN2C,?
O=C(CCc1ccccc1)NCCC1CCN(C(=O)Nc2ccc(F)cc2F)CC1,24%
COc1ccc(C2=NOC(C(=O)Nc3ccc(OC(F)(F)F)cc3)C2)cc1 (stereo not drawn),6%
COc1ccc2sc(N(Cc3cccnc3)C(=O)COc3ccccc3)nc2c1,-2%
COc1cccc(Cn2c(=O)c3sccc3n(CC(=O)N(C)C3CCCCC3)c2=O)c1,?
Cc1cccc(C)c1OCc1nc2c3c(-c4ccccc4)c(-c4ccccc4)oc3ncn2n1,-12%
COc1ccc(N2CCN(C(=O)CNC(=O)c3nn(-c4ccc(OC)cc4)c(=O)c4ccccc34)CC2)cc1,-1%
CCc1cc(C(=O)Nc2c(C)nn(Cc3ccccc3Cl)c2C)no1,-11%
Cc1cc(C)c2oc(-c3cc(NC(=O)c4cccnc4)cc(C)c3O)nc2c1,16%
CN1C(=O)C2(CCN(C(=O)CCn3ccc(=O)[nH]c3=O)CC2)c2ccccc21,31%
Cn1cccc1CN1CCC(N2CCOCC2=O)CC1,?
CC(C)c1ccc(C(=O)N2CC3CC(C2)[C@H]2CCCC(=O)N2C3)cc1 (stereo partly drawn),23%
COc1ccc2oc(-c3ccc(NC(=O)c4ccc(C)cc4)cc3)nc2c1,-32%
CNC(=O)Cn1nc(C(=O)N2CCCC(CO)(CC3CC3)C2)cc1C (stereo not drawn),10%
Cc1cc(C)cc(NC(=O)C2CCCN(c3cnccn3)C2)c1 (stereo not drawn),?
CC1CC(NC(=O)/C=C/C(=O)O)CC(C)(C)C1 (stereo not drawn),18%
COc1ccc(Br)cc1C(=O)Nc1c(NCc2ccccc2)c2ccccc2oc1=O,1%
O=C(CCCc1nc(-c2ccc(Cl)cc2)no1)NC1CCCCC1,17%
O=C1CC(c2ccccc2)N(Cc2ccccn2)CCCCCN1 (stereo not drawn),-15%

# 17 of these compounds in a different format.
KDM5B inh,Structure
24%,O=C(CCc1ccccc1)NCCC1CCN(C(=O)Nc2ccc(F)cc2F)CC1
6%,COc1ccc(C2=NOC(C(=O)Nc3ccc(OC(F)(F)F)cc3)C2)cc1 (stereo not drawn)
-2%,COc1ccc2sc(N(Cc3cccnc3)C(=O)COc3ccccc3)nc2c1
?,COc1cccc(Cn2c(=O)c3sccc3n(CC(=O)N(C)C3CCCCC3)c2=O)c1
-12%,Cc1cccc(C)c1OCc1nc2c3c(-c4ccccc4)c(-c4ccccc4)oc3ncn2n1
-1%,COc1ccc(N2CCN(C(=O)CNC(=O)c3nn(-c4ccc(OC)cc4)c(=O)c4ccccc34)CC2)cc1
-11%,CCc1cc(C(=O)Nc2c(C)nn(Cc3ccccc3Cl)c2C)no1
16%,Cc1cc(C)c2oc(-c3cc(NC(=O)c4cccnc4)cc(C)c3O)nc2c1
31%,CN1C(=O)C2(CCN(C(=O)CCn3ccc(=O)[nH]c3=O)CC2)c2ccccc21
?,Cn1cccc1CN1CCC(N2CCOCC2=O)CC1
23%,CC(C)c1ccc(C(=O)N2CC3CC(C2)[C@H]2CCCC(=O)N2C3)cc1 (stereo partly drawn)
-32%,COc1ccc2oc(-c3ccc(NC(=O)c4ccc(C)cc4)cc3)nc2c1
10%,CNC(=O)Cn1nc(C(=O)N2CCCC(CO)(CC3CC3)C2)cc1C (stereo not drawn)
?,Cc1cc(C)cc(NC(=O)C2CCCN(c3cnccn3)C2)c1 (stereo not drawn)
18%,CC1CC(NC(=O)/C=C/C(=O)O)CC(C)(C)C1 (stereo not drawn)
1%,COc1ccc(Br)cc1C(=O)Nc1c(NCc2ccccc2)c2ccccc2oc1=O
17%,O=C(CCCc1nc(-c2ccc(Cl)cc2)no1)NC1CCCCC1

# Screening data (PubChem)

# This is a subset; the hit share may differ from the screen's.
